SR-BI uptake up = enhances SR-BI lipid uptake from DiI-HDL; CHO ldlA[mSR-BI] cells, DiI-HDL uptake fluorescence, 3 h; 100 = double the neutral-control signal; activation, % at 12.5 µM; actives 0.096% (n = 320,000);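 active means mean replicate activation of at least 60% and every replicate at or above 60%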;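 further: 0% = median plate neutral-control signal and 100% = twice that signal; values of inactives mirror those of a sister screen read the other way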
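Assay system: LDL receptor-deficient CHO ldlA cells overexpressing murine SR-BI / Medium: BSA-supplemented, HEPES-buffered Ham's F12, pH 7.4 / Probe or stimulus: DiI-labelled HDL at 10 µg/mL final / Timing: compound with DiI-HDL co-incubation, 3 h at 37 °C / Technique: bottom-read cell fluorescence after medium removal, ex 550/em 595 nm / Measure: HDL uptake via cellular fluorescence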
Rtt109 HAT inh = C. albicans Rtt109 histone acetyltransferase inhibition; Q5AAJ8; purified Rtt109/Vps75, ThioGlo CoA-SH fluorescence, 4 h; actives 0.16% (n = 330,000); inhibition, % at 34.9 µM; AID 540336;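 active means inhibition of at least 50% in every replicate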
Target sequence (Q5AAJ8 whole entry, looked up): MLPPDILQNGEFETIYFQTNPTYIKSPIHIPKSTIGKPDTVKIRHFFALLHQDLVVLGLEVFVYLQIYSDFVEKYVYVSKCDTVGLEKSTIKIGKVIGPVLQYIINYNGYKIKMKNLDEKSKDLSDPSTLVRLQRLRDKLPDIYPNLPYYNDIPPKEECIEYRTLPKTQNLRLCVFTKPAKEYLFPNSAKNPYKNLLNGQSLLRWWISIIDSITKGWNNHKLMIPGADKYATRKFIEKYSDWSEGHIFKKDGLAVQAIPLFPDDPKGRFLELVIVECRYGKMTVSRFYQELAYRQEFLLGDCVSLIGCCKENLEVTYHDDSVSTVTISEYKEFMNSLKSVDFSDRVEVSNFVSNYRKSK
PKA-R2B act = activates the human PKA-R2B holoenzyme complex; P22694+P31323; PKA-R2B holoenzyme dissociation, Cy5-IP20 fluorescence polarization; R2B truncated from residue 108, S112A mutant; 0% DMSO only, 100% 113 µM cGMP; activation, % at 11.4 µM; actives 0.079% (n = 340,000);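 active means activation above a cutoff set at the mean over all compounds plus 3 SD, cut at about 18% in these data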;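 further: higher means more holoenzyme dissociation and a rise in polarization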
Keap1-Nrf2 PPI = Keap1-Nrf2 (human) interaction inhibition; Keap1 Kelch-Nrf2 peptide fluorescence polarization, 1536-well; actives 0.15% (n = 340,000); AID 504523; Q14145; inhibition, % at 9.4 µM; in the data active means inhibition above about 12%;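 further: human Keap1 Kelch domain with fluorescein labeled Nrf2 9mer peptide probe; 0% = neutral control wells and 100% = peptide positive control; higher means more block of Keap1 binding to Nrf2 peptide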
Target sequence (Q14145 whole entry, looked up, the tested form may be a part): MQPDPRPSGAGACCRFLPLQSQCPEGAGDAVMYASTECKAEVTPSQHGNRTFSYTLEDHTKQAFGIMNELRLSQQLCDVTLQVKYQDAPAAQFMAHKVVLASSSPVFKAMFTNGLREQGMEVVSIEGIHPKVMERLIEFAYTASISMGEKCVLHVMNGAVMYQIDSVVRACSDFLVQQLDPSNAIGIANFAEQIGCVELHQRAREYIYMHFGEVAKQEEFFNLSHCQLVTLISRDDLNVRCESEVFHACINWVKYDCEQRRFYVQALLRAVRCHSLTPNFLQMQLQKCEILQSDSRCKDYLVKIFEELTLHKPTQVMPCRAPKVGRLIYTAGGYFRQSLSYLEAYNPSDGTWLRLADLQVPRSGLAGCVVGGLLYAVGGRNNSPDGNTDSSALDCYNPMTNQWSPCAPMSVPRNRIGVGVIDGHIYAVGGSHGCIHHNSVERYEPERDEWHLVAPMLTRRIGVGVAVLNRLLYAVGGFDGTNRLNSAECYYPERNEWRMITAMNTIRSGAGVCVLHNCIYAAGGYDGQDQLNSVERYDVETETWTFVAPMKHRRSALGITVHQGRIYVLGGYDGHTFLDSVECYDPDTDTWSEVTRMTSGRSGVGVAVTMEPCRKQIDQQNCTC
CAL PDZ FP-1 = blocks peptide binding to the human CAL PDZ domain; Q9HD26; purified CAL PDZ, TMR-peptide fluorescence polarization, 1 h; inhibition, % at 24.9 µM; actives 0.92% (n = 300,000); AID 602252;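 active means mean inhibition of at least 30% with at least half of replicates also reaching 30%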;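 further: 0% = DMSO neutral control and 100% = excess unlabeled competitor peptide PRC23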
cardiac RTF act = increases calcium sensitivity of human cardiac regulated thin filaments; activation, % at 7.2 µM; P19429+P45379; IANBD-labeled TnC RTF fluorescence at EC20 calcium; 0% EC20 calcium, 100% full calcium; actives 0.24% (n = 340,000);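 active means activation above the mean over all tested compounds plus 3 SD, cut at about 30% in these data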;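 further: rise in fluorescence read as greater calcium sensitivity of cardiac thin filaments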
DAGLB inhibitor = blocks human DAGLB lipase activity | HEK293T DAGLB membrane lysate, EnzChek fluorogenic substrate | inhibition, % at 5.17 µM | actives 0.059% (n = 340,000) | Q8NCG7 | AID 504411; in the data active means inhibition above about 34%;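 further: 0% = enzyme with vehicle and 100% = wells lacking enzyme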
CAL PDZ FP-2 = blocks peptide binding to human CAL PDZ domain | Q9HD26 | purified CAL PDZ, TMR-peptide fluorescence polarization, 1 h | inhibition, % at 20 µM | actives 0.02% (n = 330,000) | AID 504414;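 active means highest replicate inhibition of at least 40%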;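 further: plate controls were DMSO neutral control wells for no effect and unlabeled competitor peptide control wells for full effect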
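Assay system – tagged CAL PDZ protein CerCALP, purified · Timing – 1 h at RT · Compound – single point, 20 µM · Measured by – fluorescence polarization from S- and P-plane intensities, G-factor corrected · Evaluation – inhibition from polarization loss · Probe or stimulus – TMR reporter peptide T*-PRC34 · Buffer or medium – pH 7.4 phosphate-saline buffer, reducing agent, detergent, IgG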
LANA DNA inh = inhibitors of KSHV LANA C-terminal domain DNA binding. MBP-C-LANA/FAM-LBS DNA binding, fluorescence polarization. inhibition, % at 9 µM. actives 0.078% (n = 340,000). AID 504423;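 active means highest replicate inhibition at or above 60% at 9 µM, even if other replicates fall short; inactive means all replicates below 60% inhibition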;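 further: 0% = neutral control wells and 100% = 4 µM acridine orange control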
Cardiac RTF inh = cardiac RTF calcium desensitization. inhibition, % at 7.15 µM. actives 0.12% (n = 340,000). IANBD-labeled cardiac RTF, Ca2+ fluorescence. P19429+P45379;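 active means inhibition above the mean inhibition of all tested compounds plus 3 SD, cut at about 17% in these data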;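 further: assay run at fixed EC70 calcium of 1.6 mM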
Starred values were filed as active, the others as inactive; x = not tested or not shown. Hits appear at their usual frequency; any-hit rate near 1.6%.

SMILES	SR-BI uptake up	Rtt109 HAT inh	PKA-R2B act	Keap1-Nrf2 PPI	CAL PDZ FP-1	cardiac RTF act	DAGLB inhibitor	CAL PDZ FP-2	LANA DNA inh	Cardiac RTF inh
CN(CC(=O)Nc1cccc(F)c1)C(=O)CC1CC2CCC1C2 (stereo unspecified)	7	-3	4	-6	-4	3	2	-1.8	1.3	-7
COC(=O)c1ccc(C(=O)Nc2cc(Cl)ccc2Cl)cc1NC(=O)c1ccccc1C	-59	2	-5	-7	x	2	-4	-2.4	2.4	-1
CCCCCOC(=O)c1ccccc1C(=O)O	24	0	-2	1	0	7	-3	0.1	-0.7	5
CCn1c(C)nc2cc(C(=O)NNC(=O)c3ccc(Cl)nc3)ccc21	12	3	-3	0	8	-1	-3	-0.4	1.3	-2
O=C(CN1CCC(n2nnc3cc(F)ccc32)CC1)NCCc1ccccc1	-2	2	-1	0	x	0	1	-0.1	1.0	-3
CC(NC(=O)COC(=O)CN1C(=O)NC2(CCCC2)C1=O)c1ccc(F)cc1 (stereo unspecified)	0	-4	-5	-5	-2	-2	2	-3.5	0.5	-16
O=C(CCC(=O)Nc1nnc(C2CCCCC2)s1)NCc1cccs1	19	-2	2	-1	-3	-1	2	-2.4	-2.8	-1
COC(=O)c1cccnc1-n1c(=O)c2cccnc2n(Cc2cccc([N+](=O)[O-])c2)c1=O	x	2	0	0	6	-2	0	-3.1	-0.4	-12
O=C(/C(=N/N=C/c1ccc(O)c(O)c1O)c1ccccc1)c1ccccc1	-40	78*	-5	2	-1	-28	14	-2.3	2.3	8
Cc1ccc2c(COC(=O)CC3Sc4ccccc4NC3=O)cc(=O)oc2c1C (stereo unspecified)	13	0	-3	-6	-3	6	-1	0.1	-0.5	2
Cc1ccc(-c2onc3ccc(Br)cc23)cc1	9	1	1	0	x	-3	-13	-0.6	1.8	3
Cc1ccc(/C(N)=N/OC(=O)C23CC4CC(CC(C4)C2)C3)cc1	5	-1	0	-1	-3	2	-3	-2.7	-0.7	6
c1ccc(CN2CCOCCOCCOCCOCCOCCOCC2)cc1	22	-8	6	-8	1	-3	2	0.0	0.7	-4
CCCCC1CCC(C(=O)Nc2ccccc2N2CCOCC2)CC1 (stereo unspecified)	17	-8	9	0	0	-1	-21	0.9	0.4	-16
Cc1ccc(CN(C(=O)c2ccccc2C)C2CCS(=O)(=O)C2)o1 (stereo unspecified)	18	72*	7	1	-2	-5	-1	-0.3	1.1	-3
N#CC1=C(N)OC2=C(C(=O)CCC2)C12C(=O)N1CCCc3cccc2c31 (stereo unspecified)	21	-1	1	-6	1	2	1	-1.4	1.9	-3
O=C(O)/C=C/C(=O)Nc1ccc(C(=O)c2ccccc2)cc1	13	-8	-2	1	-2	2	1	0.0	-0.5	-8
COc1ccc(Cl)cc1S(=O)(=O)N1CCN=C1Cc1ccccc1	11	-4	-3	3	-2	-2	0	-1.3	-0.1	-4
Cc1ccc(-n2c(N)c(C(=O)N3CCCCC3)sc2=S)cc1	16	0	3	5	-2	-4	2	-1.2	1.0	-10
S=C(NCCNC(=S)Nc1ccccc1)Nc1ccccc1	20	-8	5	-1	-3	-2	1	-0.8	-2.7	-12
CCCCc1nc(C(N)=O)c2[nH]c(=O)n(-c3ccc(OCC)cc3)c2n1	2	0	-14	1	-2	-2	5	-2.1	1.8	-6
CCOC(=O)N1CCC(NC(=O)C2CCCN(c3nc4ccccc4o3)C2)CC1 (stereo unspecified)	-11	4	3	3	-4	1	-2	-1.1	2.7	-4
O=C(O)CCC1(c2ccccc2)NC(=O)NC1=O (stereo unspecified)	x	3	-3	-2	1	2	-4	-0.3	-0.7	-12
CCOC(=O)c1ccc(NC(=O)Cn2nc(C)c3ccccc3c2=O)cc1	-10	-1	4	-5	x	2	-2	-0.8	-2.3	-2
CC(=O)c1sc(-c2ccc(F)cc2F)nc1C	-32	-10	2	-5	0	5	-10	-0.3	0.6	-11
Cc1cc(C)cc(NC(=O)N2c3ccccc3NC(=O)CC2C)c1 (stereo unspecified)	x	-2	7	-4	-6	10	2	-0.4	-0.3	3
O=c1c2ccccc2sn1-c1cc(S(=O)(=O)N2CCOCC2)ccc1N1CCCC1	4	7	-4	-3	4	5	4	-1.5	1.2	3
CCCc1nn(C)c(C(=O)Nc2cccc(CC)c2)c1Cl	-25	3	-9	-5	-1	7	-15	-0.1	-2.1	-14
Cc1ccc(-c2csc(N3CCC(C(N)=O)(N4CCCCC4)CC3)n2)cc1	-18	-1	2	-3	x	2	-4	-2.0	2.1	-2
Cc1[nH]n(-c2ccc(Cl)cc2)c(=O)c1C=Nc1ccc(S(=O)(=O)N2CCOCC2)cc1	-59	6	-3	1	3	-3	3	-0.7	1.3	0
COc1cccc(CNc2cc(C)ccn2)c1O	38	-2	-3	0	1	2	1	0.7	-1.4	-7
CN(C)c1ccc(-c2cc3ccccc3c(=O)o2)cc1	-67	5	-1	-2	-4	4	-4	-1.3	25	4
COc1cc(CCC(=O)OCC(=O)Nc2cccc(S(N)(=O)=O)c2)cc(OC)c1OC	-14	7	-2	-2	-3	4	-3	-0.4	2.6	-8
CC1(C)CC(=O)N(c2ccccc2)C1(C)O (stereo unspecified)	37	3	2	2	16	-5	-2	-0.1	1.0	-3
O=c1cc(O)c2sc(Nc3ccc(Cl)c(F)c3)nc2[nH]1	-1	17	-1	2	-3	1	18	0.6	0.4	-2
COc1ccc(C(=O)N/C(=C\c2ccc3c(c2)OCO3)C(=O)NCCc2nc3ccccc3[nH]2)cc1	-22	-21	3	-8	1	3	-1	-3.9	-0.4	-15

11 entries from above in a different format.
Second line of a record: SR-BI uptake up | Rtt109 HAT inh | PKA-R2B act | Keap1-Nrf2 PPI | CAL PDZ FP-1 | cardiac RTF act | DAGLB inhibitor | CAL PDZ FP-2 | LANA DNA inh | Cardiac RTF inh
O=C(O)CCC1(c2ccccc2)NC(=O)NC1=O (stereo unspecified)
→ x | 3 | -3 | -2 | 1 | 2 | -4 | -0.3 | -0.7 | -12
CCOC(=O)c1ccc(NC(=O)Cn2nc(C)c3ccccc3c2=O)cc1
→ -10 | -1 | 4 | -5 | x | 2 | -2 | -0.8 | -2.3 | -2
CC(=O)c1sc(-c2ccc(F)cc2F)nc1C
→ -32 | -10 | 2 | -5 | 0 | 5 | -10 | -0.3 | 0.6 | -11
Cc1cc(C)cc(NC(=O)N2c3ccccc3NC(=O)CC2C)c1 (stereo unspecified)
→ x | -2 | 7 | -4 | -6 | 10 | 2 | -0.4 | -0.3 | 3
O=c1c2ccccc2sn1-c1cc(S(=O)(=O)N2CCOCC2)ccc1N1CCCC1
→ 4 | 7 | -4 | -3 | 4 | 5 | 4 | -1.5 | 1.2 | 3
CCCc1nn(C)c(C(=O)Nc2cccc(CC)c2)c1Cl
→ -25 | 3 | -9 | -5 | -1 | 7 | -15 | -0.1 | -2.1 | -14
Cc1ccc(-c2csc(N3CCC(C(N)=O)(N4CCCCC4)CC3)n2)cc1
→ -18 | -1 | 2 | -3 | x | 2 | -4 | -2.0 | 2.1 | -2
Cc1[nH]n(-c2ccc(Cl)cc2)c(=O)c1C=Nc1ccc(S(=O)(=O)N2CCOCC2)cc1
→ -59 | 6 | -3 | 1 | 3 | -3 | 3 | -0.7 | 1.3 | 0
COc1cccc(CNc2cc(C)ccn2)c1O
→ 38 | -2 | -3 | 0 | 1 | 2 | 1 | 0.7 | -1.4 | -7
CN(C)c1ccc(-c2cc3ccccc3c(=O)o2)cc1
→ -67 | 5 | -1 | -2 | -4 | 4 | -4 | -1.3 | 25 | 4
COc1cc(CCC(=O)OCC(=O)Nc2cccc(S(N)(=O)=O)c2)cc(OC)c1OC
→ -14 | 7 | -2 | -2 | -3 | 4 | -3 | -0.4 | 2.6 | -8

(continued)
SMILES	SR-BI uptake up	Rtt109 HAT inh	PKA-R2B act	Keap1-Nrf2 PPI	CAL PDZ FP-1	cardiac RTF act	DAGLB inhibitor	CAL PDZ FP-2	LANA DNA inh	Cardiac RTF inh
COCCn1nnnc1SCC(=O)c1ccc(F)cc1	x	-6	-3	-1	1	-5	-3	-1.3	0.0	-21
O=C(CSc1nncn1-c1cccnc1)N1CCOCC1	7	0	11	-2	-3	-3	1	-2.9	-1.2	-19
COc1ccc(C(=O)COC(=O)c2ccccc2NS(=O)(=O)c2ccc(O)c([N+](=O)[O-])c2)cc1	x	43	-10	-2	0	0	13	-3.6	-0.6	3
CCN(CC)S(=O)(=O)c1ccc(N2CCN(S(=O)(=O)c3ccc4c(c3)OCCO4)CC2)nc1	-18	4	-3	-2	-2	-1	0	x	-0.7	-7
O=C(Nc1cccc(F)c1)N1C2CCC1CC(O)(c1cccnc1)C2 (stereo unspecified)	25	-12	12	4	-6	3	1	1.0	0.7	0
COC(=O)c1sc2nc3c(cc2c1N)CCCC3	-1	-26	-4	0	0	-4	-3	-0.6	-1.3	-5
O=C(Cc1cn2ccsc2n1)Nc1ccccc1Oc1ccccc1	x	-2	3	-1	2	-3	0	-0.2	-0.8	4
COc1cc(N2CCC(O)CC2)ccc1Nc1nnc(Cl)c(Nc2ccccc2S(C)(=O)=O)n1	-18	3	-7	2	0	3	3	0.3	0.0	-5
Cc1ccc(NC(=O)CCNC(=O)c2ccc(Br)cc2)nc1	10	5	-8	-6	0	-5	1	0.1	-1.8	0
Cc1ccc(C)c(-n2cc(CNC(C)Cn3cncn3)c(-c3ccccc3)n2)c1 (stereo unspecified)	x	0	-4	-5	-1	-2	1	0.7	-0.7	9
CC(=O)N1C(=O)N(C(C)=O)C2C1N(C)C(=O)N2C(C)=O (stereo unspecified)	22	5	-3	-1	-1	6	1	0.2	-0.5	-14
CCOCCCn1c(SCC(=O)Nc2ccc3[nH]c(=O)[nH]c3c2)nc2ccccc2c1=O	-6	-14	-2	2	x	-13	3	-0.9	-0.6	-16
O=C(CC1SC(N2CCCCC2)=NC1=O)Nc1cccc(C(F)(F)F)c1 (stereo unspecified)	-1	15	-7	-5	-5	-1	0	-1.5	-1.3	-5
CSc1nncc(/C(C)=N/O)n1	39	8	3	-2	-3	-1	-2	-1.1	-1.0	-4
N#Cc1ccc(/C=N/NC(=S)Nc2ccc(S(=O)(=O)N3CCOCC3)cc2)cc1	-15	-3	-4	-4	-13	2	3	-1.6	2.0	-7

Assay outcomes: PubChem, several laboratories
